SMN2 splice up – SMN2 splice variant enhancement | HEK293 SMN2-luciferase splicing reporter, luminescence, 30-36 h | Potency, µM (top dose mostly 46.1 µM), inactives show at the highest dose activity change, positive = activation, usual class: activators | hit rate 2.8% among 210,000; also: % of control where 0% means no effect; nearly all actives have a fitted effect of over 55% in size
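qHTS luciferase splicing reporter: luminescence rises when SMN2 exon 7 is included in transfected HEK293 cells. Compound exposure lasted 30-36 h at 37C, with 4.5 mM final sodium butyrate as control, followed by a ONE-Glo read.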
Tau fluor counter – counter-screen for tau fibril formation inhibitors. tau K18 P301L Alexa594 fluorescence, heparin fibrillization. Potency, µM (doses to about 57.7 µM), inactives show at the top dose activity change, negative = decrease. hit rate 0.93% among 280,000; also: % is scaled to controls: 0 for no effect and ±100 for the full control effect; nearly all actives have a fitted effect of over 55% in size
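Human K18 P301L tau (15 uM unlabeled plus 0.24 uM Alexa 594-labeled, final) in 100 mM sodium acetate pH 7 was mixed with compound and 20 uM heparin and incubated 6 hr at 37 C.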
JMJD2E inh – blocks human JMJD2E demethylase activity; B2RXH2; JMJD2E catalytic domain, FDH-coupled NADH fluorescence (FDH is formaldehyde dehydrogenase); Potency, µM (doses to about 57.1 µM), inactives show at the top dose activity change, negative = inhibition, actives largely listed as inhibitors; hit rate 1.6% among 230,000; active = well fitted inhibition curve with a large enough effect, not every such curve was filed as active; inconclusive = small, poorly fitted or top-dose-only effect, or another doubt; inactive = no such curve, though single readings can be large or run the other way;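 also: 0% = wells with enzyme and -100% = buffer wells without enzyme; nearly all actives have a fitted effect of over 50% in size; many of its hits are not listed in these tables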
Target sequence (B2RXH2 1-337 limits assumed): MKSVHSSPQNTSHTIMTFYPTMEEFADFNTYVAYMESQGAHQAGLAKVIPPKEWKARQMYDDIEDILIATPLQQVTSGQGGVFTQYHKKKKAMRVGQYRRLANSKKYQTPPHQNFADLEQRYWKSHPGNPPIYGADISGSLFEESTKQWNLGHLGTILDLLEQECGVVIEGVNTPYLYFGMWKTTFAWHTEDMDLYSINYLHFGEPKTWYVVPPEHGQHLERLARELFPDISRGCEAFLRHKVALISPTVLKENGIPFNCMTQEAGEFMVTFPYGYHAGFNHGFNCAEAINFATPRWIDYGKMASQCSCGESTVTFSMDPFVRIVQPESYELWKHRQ
ALDH1A1 block – inhibitors of human aldehyde dehydrogenase 1A1; hit rate 7.3% among 220,000; P00352; Purified ALDH1A1, NADH fluorescence, propionaldehyde substrate; AID 1030; Potency, µM (titrated, usually from 75.3 µM), for the others: top-dose activity, negative = inhibition, usual class: inhibitors; active = well fitted inhibition curve with a large enough effect, not every such curve was filed as active; inconclusive = small, poorly fitted or top-dose-only effect, or another doubt; inactive = no such curve, though single readings can be large or run the other way;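 also: plate controls were no enzyme wells and a reference inhibitor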
Target sequence (P00352 whole entry, looked up): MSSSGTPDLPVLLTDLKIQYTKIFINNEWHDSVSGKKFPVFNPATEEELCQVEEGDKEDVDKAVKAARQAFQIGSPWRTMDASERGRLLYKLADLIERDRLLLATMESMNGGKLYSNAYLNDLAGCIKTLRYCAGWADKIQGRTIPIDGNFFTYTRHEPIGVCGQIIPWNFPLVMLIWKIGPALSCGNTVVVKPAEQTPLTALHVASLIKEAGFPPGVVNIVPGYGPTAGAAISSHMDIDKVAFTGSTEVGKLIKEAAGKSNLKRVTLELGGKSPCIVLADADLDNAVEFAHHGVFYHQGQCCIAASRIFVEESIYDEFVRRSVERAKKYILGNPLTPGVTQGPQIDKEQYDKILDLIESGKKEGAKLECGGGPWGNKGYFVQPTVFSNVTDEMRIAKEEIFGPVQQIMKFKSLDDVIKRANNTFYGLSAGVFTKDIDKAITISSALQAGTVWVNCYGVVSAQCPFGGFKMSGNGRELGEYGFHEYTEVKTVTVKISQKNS
Tau fibril FP – inhibitors of human tau fibril formation; P10636; K18 P301L tau heparin fibrillization, Alexa594 FP, 6 h; Potency, µM (doses to about 57.7 µM), for the others: at the highest dose activity, negative = inhibition, usual class: inhibitors; hit rate 0.39% among 280,000; AID 1468; also: % is scaled to controls: 0 for no effect and ±100 for the full control effect; nearly all actives have a fitted effect of over 55% in size
Target sequence (P10636 561-689 P618L limits assumed): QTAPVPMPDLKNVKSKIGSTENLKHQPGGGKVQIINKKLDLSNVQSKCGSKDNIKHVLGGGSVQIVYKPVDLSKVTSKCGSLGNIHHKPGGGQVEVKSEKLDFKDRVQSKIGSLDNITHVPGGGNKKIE
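Recombinant K18 P301L […], labeled with Alexa 594 at 0.24 uM over 15 uM unlabeled; heparin inducer 20 uM final; 37 C, 6 hr; FP endpoint.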
HTT aggregate – inhibitors of mutant huntingtin aggregate formation in PC12 cells. PC12 HttQ103-GFP aggregates, Acumen cytometry, 40 h. Potency, µM (series often up to 46.1 µM), for inactives: at the highest dose activity change, negative = inhibition, actives largely listed as inhibitors. hit rate 1.1% among 220,000. AID 1688; also: % is scaled to controls: 0 for no effect and ±100 for the full control effect; nearly all actives have a fitted effect of over 60% in size
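Read-out: GFP aggregate count by laser scanning cytometer (488 nm excitation, 500-530 nm emission, 1–25 µm objects >6 SD above background). Cells: PC12, inducible HTTex1-Q103-GFP, 100 nM tebufenozide; compounds titrated.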
HTT cytoprotect – Huntington cell model cytoprotection by ATP luminescence; PC12 HTT-Q103 induced, cytoprotection, ATP luminescence, 40 h; Potency, µM (top dose mostly 56.4 µM), for inactives: cytoprotection (ATP increase), usual class: activators; hit rate 0.14% among 230,000; AID 1471;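 also: % of control where 0% means no effect; nearly all actives have a fitted effect of over 45% in size; toxic huntingtin expression switched on by the ecdysone agonist tebufenozide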
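Stable PC12 Q103-GFP cells in serum-supplemented, phenol red-free DMEM; induction by tebufenozide at 100 nM final; compound dose series; cell viability quantified luminescently from ATP.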
Tau fibril ThT – tau fibrillization inhibition (ThT binding); P10636; recombinant tau K18 P301L (four-repeat tau fragment), heparin-induced fibrillization, ThT fluorescence; Potency, µM (doses to about 57.4 µM), without a hit: at the highest dose activity, negative = inhibition, hits mostly inhibitors; hit rate 2.1% among 270,000; AID 1460; also: % is scaled to controls: 0 for no effect and ±100 for the full control effect; nearly all actives have a fitted effect of over 55% in size
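Heparin-induced (20 uM) aggregation of recombinant human K18 P301L tau, 15 uM unlabeled with 0.24 uM labeled, pH 7 acetate buffer, 6 hr at 37 C with compound. Fibrils quantified by 30 uM ThT fluorescence after 1 hr ambient incubation.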
Starred values were filed as active, the others as inactive; ? = inconclusive; · = not tested or not shown; [ ] = dose if it differs, or a comment. Unless noted, calls follow the shape of the dose curve; as a rule, active = well fitted curve in the direction sought with a large enough effect; inconclusive = small, poorly fitted or top-dose-only effect, or another doubt; inactive = no such curve, though single readings can be large; an effect the other way counts as inactive or inconclusive. Potency is read from the fitted curve at half-maximal effect. A portion of the library (hit frequency here may not be typical).

structure	Tau fluor counter	SMN2 splice up	Tau fibril FP	HTT aggregate	HTT cytoprotect	ALDH1A1 block	Tau fibril ThT	JMJD2E inh
CCc1cccc(CC)c1NC(=O)c1c(C)oc2ccc(O)c(CN3CCCC3)c12	-13%	-6%	-1%	·	·	·	-6%	·
Cc1ccccc1CS(=O)(=O)Cc1ccc(C(=O)NCC2CCCO2)o1 (stereo unspecified)	4%	7%	3%	?	5%	?	9%	-5%
CCc1ccccc1NCC(=O)Nc1ccc(Cl)c(C(F)(F)F)c1	18µM*[quencher]	-5%	?	-14%	20%[10 µM]	?	-19%	-6%
Cn1c(C(=O)NCCCN2CCCC2=O)cc2c(=O)n(C)c3ccccc3c21	-1%	-18%	11%	16%	-13%	?	-10%	?
C=Cc1c(C)/c2[n-]/c1=C\c1[n-]c(c(CC)c1C)/C=c1\[n-]c3c(c1C)C(=O)C(C(=O)[O-])C=3c1[n-]c(c(C)c1CCC(=O)[O-])\C=2.[Cu].[Na+].[Na+] (stereo unspecified)	11µM*[quencher]	-17%	20µM*	-11%	-130%[inhibitor]	?	14µM*	7.9µM*
Cc1cc(NC(=O)CSc2nnc(-c3cccnc3)n2N)no1	-8%	3%	3%	7%	8%	10%	?	3%
O=[N+]([O-])c1ccccc1-c1cc(-c2cc(Cl)ccc2O)n[nH]1	14µM*[quencher]	2%[1.84 µM]	?	-13%	18%[10 µM]	0%	?	-9%
NC(=O)NC(=O)COC(=O)c1cccc(S(=O)(=O)N2CCCCCC2)c1	-1%	·	-2%	-4%[9.22 µM]	17%[10 µM]	·	3%	-4%
N#CC1=C2SCN(Cc3ccccc3)CN2C(=O)CC1c1ccc2c(c1)OCO2 (stereo unspecified)	-23%	-9%	?	11%	-24%[0.074 µM]	7.9µM*	20µM*	?
O=C(Nc1nc2ccc(S(=O)(=O)N3CCCCC3)cc2s1)c1ccncc1	?	-27%	-1%	3.5µM*	-10%[10 µM]	?	0%	-2%
COc1ccccc1C1=Nn2c(COc3ccccc3)nnc2SC1	-27%	-10%	?	14%	-9%	14µM*	?	?
O=C(Nc1ccccc1)c1ccc(=O)n(Cc2cccc(Cl)c2)c1	-15%	3%	-9%	9%[9.22 µM]	-16%	?	-3%	2%
O=C1c2ccc3c4c(ccc(c24)C(=O)N1c1cccc(O)c1)CC3	-13%	4%	4%	-8%	·	-5%	2%	?
O=[N+]([O-])c1ccc(Cl)c(S(=O)(=O)n2ccnc2)c1	-4%	·	-6%	-9%[9.22 µM]	16%[10 µM]	·	·	-11%
Cc1ccc(SCC(=O)NCC2CCCO2)cc1 (stereo unspecified)	2%	·	10%	12%[9.22 µM]	-23%[10 µM]	5%	2%	2%
Cc1ccnc(NS(=O)(=O)c2ccc(NC(=O)C(C)(C)C)cc2)n1	-4%	·	4%	-10%[9.22 µM]	-8%[10 µM]	·	·	-4%
O=C(c1cn(-c2ccccc2)nc1-c1ccccc1)N1CCN(c2ccccn2)CC1	23%	7%	7%	19%	-6%[10 µM]	-27%	12%	-9%
COc1ccc(OC)c(S(=O)(=O)N2CCC(C(=O)N3CCOCC3)CC2)c1	-7%	·	-10%	-7%[9.22 µM]	1%[10 µM]	-15%	-6%	-23%
Cc1ccc2cc(C#N)c(SCC(=O)N3CCCc4ccccc43)nc2c1	5%	-7%	11%	-16%	-49%[inhibitor][10 µM]	?	9%	-1%
CCOc1ccccc1CN1CCN(Cc2csc(C(C)=O)c2)CC1CCO (stereo unspecified)	-9%	·	0%	-6%[9.22 µM]	3%[10 µM]	-2%	-9%	10%
COC(=O)C(Cc1cnc(Cl)s1)(C(=O)OC)c1ccc([N+](=O)[O-])cc1	-15%	1%	-11%	2%	1%	12%	-9%	4%
Cc1ccc2[nH]c(=O)c3cc(C(=O)NCCc4ccc(Cl)cc4)sc3c2c1	-30%	-7%	?	·	·	·	-6%	·
CNC(=O)CSc1nnnn1-c1ccc2c(c1)OCCO2	-1%	16%	-11%	7%	10%[10 µM]	4%	3%	5%
CCCc1nc(NCc2ccccc2)c(C#N)c2c1CCCC2	-2%	-14%	-12%	?	21%[10 µM]	?	-2%	-1%
CCOC(=O)C(/C(N)=N/C(=O)Nc1ccccc1)=C(\C)O	-4%	-4%	-2%	7%	-20%	9%	-1%	1%
O=c1c2ccccc2oc2nc3n(c(=O)c12)CCCS3	-4%	-6%	-8%	0%	4%	25µM*	-10%	?
O=C(CN1CCN(c2ccc(O)cc2)CC1)Nc1cc([N+](=O)[O-])ccc1Cl	?	-25%	9%	4%	1%[10 µM]	11µM*	?	14µM*
Cc1nn(Cc2ccccc2Cl)c(C)c1NC(=O)c1nc2ncccn2n1	1%	?	?	9%	5%[10 µM]	-1%	-1%	5%
COc1ccccc1NC(=O)C1=C(C)NC(=O)NC1c1ccco1 (stereo unspecified)	-5%	·	-9%	10%[9.22 µM]	13%[10 µM]	·	-6%	-2%
COc1ccc(C(=O)N/N=C/c2cc3ccccc3[nH]c2=O)cc1	8%	-1%	4%	31%	-11%	?	?	?

(further entries)
structure	Tau fluor counter	SMN2 splice up	Tau fibril FP	HTT aggregate	HTT cytoprotect	ALDH1A1 block	Tau fibril ThT	JMJD2E inh
Cc1ccc(/C=C2/SC(=S)N(c3ccc(S(=O)(=O)Nc4nccs4)cc3)C2=O)cc1	?	·	-8%	-6%[9.22 µM]	-7%[10 µM]	·	·	-2%
O=C1CCCc2c1cc(C(=O)NCCCN1CCOCC1)c(=O)n2-c1ccc(Cl)cc1	-9%	-11%	-4%	1%	-4%	10%	-13%	?
NCCCC[C@@H]1NC(=O)[C@H](CCC(=O)O)NC(=O)c2cc([N+](=O)[O-])cc(I)c2NCC[C@@H](C(N)=O)NC1=O	-27%	-1%	-24%	-11%	·	-5%	?	-5%
Clc1ccc(SCCCCn2ccnc2)cc1	1%	-10%	1%	-20%	-1%[10 µM]	?	-8%	-22%
Cc1ccc(S(=O)(=O)NCc2c(Cl)cccc2Oc2ccccc2)cc1	-8%	·	-7%	-14%[9.22 µM]	20%[10 µM]	·	9%	-1%
O=C(CCc1ccc(S(=O)(=O)NCc2ccccc2)cc1)NCc1cccnc1	2%	-3%	-4%	-4%	·	4%	0%	-1%
Cc1nc2ccccc2c2oc(C(=O)N3CCN(C(=O)c4ccco4)CC3)cc12	7%	28%	-11%	-11%	-6%[10 µM]	?	-5%	-6%
Cc1nn2c(-c3ccccc3)c(-c3ccccc3)nc2[nH]c1=O	-5%	11%	1%	2%	-2%[0.074 µM]	?	?	?
O=C(Cn1nnc(-c2ccccc2-n2cnnn2)n1)c1ccccc1	-3%	-6%	5%	-5%	9%[10 µM]	13µM*	1%	-2%
CCCCSCCCNC(=O)c1cn(CC)c2ccc(S(=O)(=O)N3CCOCC3)cc2c1=O	-23%	2%	-6%	·	·	·	-9%	·
Cc1cccc(OC(=O)c2ccc3nccnc3c2)c1	-13%	-12%	4%	-20%	3%	-12%	-20%	1%
CN1C=CC=C/C1=C1\SC(=S)N(c2ccccc2)C1=O	-3%	3%	3%	17%	-11%	11µM*	?	-12%
CCNc1nc(NCC)nc(N/N=C/c2cc(OC)c(OC)c(OC)c2)n1	-9%	·	-4%	14%[9.22 µM]	7%[10 µM]	·	-17%	?
O=C(COC(=O)c1ccc(Cl)c(Cl)c1)Nc1cccnc1Cl	-11%	3%	-7%	7%	9%[0.074 µM]	8%	-2%	-3%
COc1ccc(OCC(=O)NNC(=O)c2cccc(C)c2)cc1	1%	-32%[inhibitor]	6%	-7%	-34%	-5%	-4%	10%
NS(=O)(=O)c1ccc(NC(=O)COC(=O)CSc2n[nH]c(-c3ccccc3)n2)cc1	-3%	·	-2%	4%	-8%	4%	-12%	-3%
CN1/C(=C/c2cc[n+](C)c3ccccc23)C=Cc2ccccc21	-30%	-90%[inhibitor]	?	2.5µM*	-130%[inhibitor]	-7%	7.1µM*	11µM*
CC(=O)c1sc(C(C)(C)C)cc1NC(=O)CCC(=O)O	-9%	·	4%	-9%[9.22 µM]	2%[10 µM]	·	-7%	-15%
Cc1ccc(OC(=O)NC2CCS(=O)(=O)C2)cc1C (stereo unspecified)	4%	?	5%	9%	0%	5%	-2%	6%
CN(CCCNC(=O)CSc1cc(=O)n(C)c2ccc(Cl)cc12)Cc1ccccc1	-7%	-1%	-7%	8%	-26%	-1%	-2%	-28%
COc1cc(/C=N/NC(=O)c2cccc(NC(=O)c3ccccc3Cl)c2)ccc1O	?	-7%	2%	-24%	-24%[1.9 µM]	13µM*	?	-3%
COc1cc(NC(=O)c2ccc(NS(=O)(=O)c3c(C)noc3C)cc2)cc(OC)c1	-26%	-7%	?	6%	-13%	0%	-4%	-1%
CC(C)Nc1nnc(SCC(=O)Nc2ccc(F)cc2)s1	-2%	-16%	9%	-2%	-12%	?	-9%	9%
CCSc1nc2ccccc2c(=O)n1-c1c(C)n(C)n(-c2ccccc2)c1=O	0%	1%	2%	-8%	-50%[inhibitor]	10%	-4%	1%
Cc1ccn2c(C(=O)N/N=C\c3ccc4c(c3)OCO4)c(C)nc2c1	-3%	12%	-3%	-13%	33%[1.9 µM]	4%	3%	3%
COc1ccc(NC(=O)C(C)N(c2ccc(C)cc2)S(C)(=O)=O)c(OC)c1 (stereo unspecified)	-20%	-3%	3%	24%	35%[10 µM]	8%	-14%	8%

High-throughput results deposited in PubChem by National Center for Advancing Translational Sciences (NCATS).
